Efflux pump inh: inhibitors of Candida efflux pumps in yeast, primary screen, S. cerevisiae, Nile Red, multiplex; S. cerevisiae Candida pump triplex; inhibition, % at 10 µM; 0.44% of 330,000 active;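 active = plate passing quality check with inhibition over a set limit, or well fluorescence over plate mean plus 4 SD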;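 note: Nile Red retained in pooled yeast measured as flow cytometry median fluorescence; 0% = buffer negative control and 100% = Enniatin B positive control; higher means more Nile Red kept so more efflux inhibition; some compounds called inactive have numbers as strong as hits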
procasp7 counter: procaspase-7 activators, primary screen, counter-screen for procaspase-3 activator project, biochemical, absorbance, HTS, human; activation, % at 8.5 µM; 0.093% of 330,000 active; recombinant procaspase-7, Ac-DEVD-pNA absorbance 405 nm; D23A/D198A/D206A triple mutant, cannot self-cleave; scale: DMSO 0, 5 µM enzyme 100; Caspase-7 (Homo sapiens), P55210;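 active = percent activation above the screen-wide mean plus 3 SD, cut at about 25% in these data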
Target sequence (P55210 whole entry D23A/D198A/D206A): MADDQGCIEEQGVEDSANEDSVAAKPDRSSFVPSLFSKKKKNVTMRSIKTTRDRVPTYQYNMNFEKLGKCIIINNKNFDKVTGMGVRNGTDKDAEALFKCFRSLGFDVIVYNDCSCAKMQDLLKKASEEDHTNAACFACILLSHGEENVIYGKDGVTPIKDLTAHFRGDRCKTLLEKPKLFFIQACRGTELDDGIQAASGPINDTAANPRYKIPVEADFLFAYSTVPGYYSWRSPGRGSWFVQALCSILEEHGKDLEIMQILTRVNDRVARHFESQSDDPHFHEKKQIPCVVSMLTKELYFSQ
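Assay system: Uncleavable procaspase-7 mutant enzyme; Input: 2 µM procaspase-7 mutant as dispensed; Also added: DEVD-pNA substrate; Medium: Zinc-free HEPES pH 7.4 with 300 mM NaCl, 0.01% Triton X-100; Timing: 1 h compound preincubation, 2 h substrate cleavage, 25 °C; Measured by: Epi-absorbance of released pNA at 405 nm, two timepoints.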
procasp3 activ: activators of human procaspase-3 D3A mutant, primary screen, biochemical, absorbance, PC-3 D3A mutant, single concentration; Caspase-3 (Homo sapiens), P42574; recombinant procaspase-3 D3A, Ac-DEVD-pNA absorbance 405 nm; activation, % at 8.5 µM; 0.11% of 330,000 active;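 active = activation above the mean of all tested compounds plus 3 SD, cut at about 21% in these data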;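 note: 0% = DMSO alone and 100% = DMSO wells spiked with extra 5 µM PC-3 D3A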
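Assay system – Procaspase-3 D3A mutant · Benchmarks – DMSO low control, extra-enzyme high control · Technique – 405 nm absorbance of p-nitroaniline, reads at 0 and 120 min · Doses – 8.5 µM nominal · Measure – % activation between DMSO and enzyme-spiked controls · Also added – Ac-DEVD-pNA chromogenic peptide substrate · Schedule – 1 h compound preincubation, 2 h substrate hydrolysis at 25 °C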
TPT1 inh: Candida albicans TPT1 enzyme inhibitors, primary screen, biochemical, fluorescence polarization; tRNA 2'-phosphotransferase TPT1 (Candida albicans SC5314); 0.81% of 300,000 active; inhibition, % at 5 µM; recombinant caTPT1, FP RNA substrate dephosphorylation;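 active = inhibition above the mean of all tested compounds plus 3 SD, set per screening campaign, cut at about 24% in these data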;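 note: plate controls were DMSO alone for no effect and ferristatin control at 100 nM for full effect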
PP5 primary: PP5 phosphatase inhibitors, primary screen, biochemical, fluorescence. 0.18% of 320,000 active. purified PP5c, OMFP substrate fluorescence. inhibition, % at 6.7 µM. Serine/threonine-protein phosphatase 5 (Homo sapiens), P53041;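 active = inhibition above the campaign's mean inhibition across all tested compounds plus 3 SD, cut at about 9.5% in these data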;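 note: 0% = DMSO only and 100% = 100 µM cantharidin control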
JMJD2C inh: inhibitors of GASC-1 histone demethylase, primary screen, biochemical, fluorescence, DELFIA europium. GST-JMJD2C(1-420) H3K9me3 demethylation. AID 2099, 2009. 0.069% of 330,000 active. Lysine-specific demethylase 4C (Homo sapiens), Q9H3R0. inhibition, % at 2.35 µM;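 active = more than half of a compound's replicate wells show inhibition beyond 50%, single wells judged on their own value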;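 note: signal counts dimethyl H3K9 product captured on neutravidin plate; 0% = median of DMSO wells and 100% = 0.3 times that DMSO median; strong numbers were not always called active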
Target sequence (Q9H3R0 1-420 limits assumed): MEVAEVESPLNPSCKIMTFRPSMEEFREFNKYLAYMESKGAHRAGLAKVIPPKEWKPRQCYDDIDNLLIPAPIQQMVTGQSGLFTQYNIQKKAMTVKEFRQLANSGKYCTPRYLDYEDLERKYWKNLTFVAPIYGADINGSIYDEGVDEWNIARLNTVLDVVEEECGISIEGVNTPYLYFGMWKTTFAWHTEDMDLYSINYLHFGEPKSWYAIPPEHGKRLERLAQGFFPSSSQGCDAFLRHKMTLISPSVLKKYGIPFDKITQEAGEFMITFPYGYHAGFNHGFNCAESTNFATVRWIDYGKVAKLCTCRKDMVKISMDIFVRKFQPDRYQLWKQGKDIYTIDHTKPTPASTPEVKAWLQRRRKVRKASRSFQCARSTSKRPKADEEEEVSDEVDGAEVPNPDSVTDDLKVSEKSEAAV
Fh CTSL1 inh: Fasciola hepatica cathepsin L1 inhibitors, primary screen, counter-screen for PFM18AAP inhibitor project, biochemical, QFRET, fluorogenic peptide substrate; recombinant F. hepatica cathepsin L1, Z-Leu-Arg-MCA fluorescence; inhibition, % at 5.96 µM; 0.49% of 300,000 active; AID 1906, 2009;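 active = inhibition above the mean of all tested compounds plus 3 SD, set per screening campaign, cut at about 17% in these data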;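 note: 0% = plate median of test compound wells and 100% = 1 µM Z-Phe-Ala-diazomethylketone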
core dimer inh: inhibitors of HCV core protein dimerization, primary screen, biochemical, TR-FRET, high-throughput. 0.33% of 300,000 active. TR-FRET GST/Flag-core106 dimerization, 1536-well. inhibition, % at 5 µM;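 active = inhibition above the mean of all tested compounds plus 3 SD, set per screening campaign, cut at about 45% in these data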
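Material: GST/Flag-tagged HCV core106 proteins. Incubation: 4 h, 22.5 °C incubation. Read-out basis: inhibition (%) from 671 over 617 nm ratio. Measured by: TR-FRET, excitation 340 nm, emission 617 and 671 nm.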
PP1 inh: PP1-alpha phosphatase inhibitors, primary screen, counter-screen for PP5 inhibitor project, biochemical, fluorescence, OMFP substrate, single point | 0.9% of 320,000 active | purified PP1alpha | inhibition, % at 6.7 µM | Serine/threonine-protein phosphatase PP1-alpha catalytic subunit (Homo sapiens), P62136 | AID 2235, 2010;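 active = inhibition above the mean inhibition of all tested compounds plus 3 SD, computed separately for each screening campaign, cut at about 15% in these data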
Target sequence (P62136 whole entry, looked up): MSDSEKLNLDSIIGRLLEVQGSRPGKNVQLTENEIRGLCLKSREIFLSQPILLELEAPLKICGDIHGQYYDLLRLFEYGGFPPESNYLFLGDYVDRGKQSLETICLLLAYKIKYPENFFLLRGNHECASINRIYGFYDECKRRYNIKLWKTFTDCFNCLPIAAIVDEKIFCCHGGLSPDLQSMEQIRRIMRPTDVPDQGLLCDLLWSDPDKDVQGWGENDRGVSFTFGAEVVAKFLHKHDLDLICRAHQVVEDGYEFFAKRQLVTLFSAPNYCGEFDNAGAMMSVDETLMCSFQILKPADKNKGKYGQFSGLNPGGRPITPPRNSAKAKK
Active calls of the source: *; x = not tested or not shown.

SMILES	Efflux pump inh	procasp7 counter	procasp3 activ	TPT1 inh	PP5 primary	JMJD2C inh	Fh CTSL1 inh	core dimer inh	PP1 inh
COc1ccc(/C=C2\SC(=S)N(CCCC(=O)NNC(=O)c3ccccc3O)C2=O)cc1	0.0	3	1	-1	0.5	3	3	8	7
COc1ccc(Cn2c(O)c(C=Nc3ccccc3C(=O)O)c3ccccc3c2=O)cc1	0.2	-3	-5	6	1.3	11	1	17	7
COc1ccccc1N1CCN(CCCNc2c(C)c(=O)n(C)c(=O)n2C)CC1	0.1	7	-2	-3	-0.1	-12	3	-3	-1
CC(=O)Nc1ccccc1C(=O)C(=O)NCCc1ccccc1	-0.3	3	6	2	-0.6	0	10	-2	-8
Cc1ccc(CNC(=O)C2c3ccccc3C(=O)N(C)C2c2c[nH]c3ccccc23)o1 (stereo unspecified)	-0.2	7	2	-2	3.3	7	3	-7	4
CN(CC(=O)Nc1ccc(S(=O)(=O)N2CCCC2)cc1)Cc1cccc(Cl)c1Cl	0.2	-1	1	0	4.6	6	1	16	4
Cc1ccsc1S(=O)(=O)N1CCC(CO)(CC2CCCCO2)CC1 (stereo unspecified)	0.0	2	8	-2	1.4	-2	-4	-4	1
N=C1c2ccccc2CN1c1ccc(S(=O)(=O)N2CCCCC2)cc1	0.2	-3	3	3	1.0	1	-4	-3	-2
Cc1cc(-c2c(C)[nH]n(-c3ccccc3)c2=O)n[nH]1	-0.1	9	5	-1	2.5	-5	-3	-20	-2
CCCC(=O)Nc1nnc(S(=O)(=O)N(CC)c2ccccc2)s1	1.3	4	1	0	-1.3	6	2	-1	0
COc1ccc(CCNC(=O)COC(=O)CCC(=O)c2ccc(F)cc2)cc1	0.0	5	10	2	0.6	-6	-42	-5	-6
N#CC(Nc1ccccc1)c1ccccc1OCc1ccccc1 (stereo unspecified)	0.0	8	-2	0	1.7	4	-2	5	10
COc1ccc(S(=O)(=O)NC2CC(C)(C)NC(C)(C)C2)c2ccccc12	0.2	-11	-1	-4	1.2	-4	2	-16	0
O=C(NCc1ccccc1)C1=C[C@@H](C2CC2)C[C@@H](OCCCCO)O1	0.1	1	-10	1	0.1	-6	-2	-4	-2
Cc1ccc(Cn2cc(-c3ccccc3)nn2)cc1	-0.1	0	5	-4	-2.1	1	-6	-3	0
CCOc1cc(NS(=O)(=O)c2ccccc2)c(OCC)cc1NC(=O)c1ccco1	0.1	-2	-3	0	4.9	-12	0	1	1
O=[N+]([O-])c1cccc(Cl)c1NCCNS(=O)(=O)c1ccc(Cl)cc1	-0.2	16	-1	6	-2.1	-2	6	-2	1
COc1ccc(S(=O)(=O)N2CCC(C(=O)NCCC(=O)Nc3cccc(Cl)c3)CC2)cc1	-0.9	14	-1	0	0.8	-28	-6	7	-2
CCOc1ccc(S(=O)(=O)NCc2cccnc2)cc1NC(=O)c1ccccc1F	-0.1	-2	3	0	0.2	5	-2	1	4
Cc1ccc(NC(=O)[C@H](Cc2ccccc2)NC(=O)C2CCNCC2)cc1	0.2	7	4	4	0.8	-5	1	-6	-5
Cc1nn(-c2ccccc2)c(OC(=O)c2cccs2)c1S(=O)(=O)c1ccc([N+](=O)[O-])cc1	-0.2	0	2	1	-1.1	-3	1	3	2
CCOc1cc2nc(-c3ccc(OC)c(OC)c3)nc(NCCCN3CCOCC3)c2cc1OC	-0.2	-2	-7	2	5.2	3	5	-1	3
Cc1ccc(-c2nnc(Nc3ccc4c(c3)OCO4)c3ccccc23)cc1S(=O)(=O)NC(C)C	-0.5	-8	-3	52*	1.6	7	4	16	6
O=[N+]([O-])c1ncccc1OCc1ccccc1Br	0.0	-3	15	-3	1.5	0	6	-4	5
O=C(CCCCCCCCC(=O)N/N=C/c1ccco1)N/N=C/c1ccco1	-0.1	-2	3	-1	2.3	2	-1	3	3

Full records as entered above:
Shown for O=[N+]([O-])c1ncccc1OCc1ccccc1Br → Efflux pump inh: 0.0; procasp7 counter: -3; procasp3 activ: 15; TPT1 inh: -3; PP5 primary: 1.5; JMJD2C inh: 0; Fh CTSL1 inh: 6; core dimer inh: -4; PP1 inh: 5
Shown for COc1ccc(S(=O)(=O)NC2CC(C)(C)NC(C)(C)C2)c2ccccc12 → Efflux pump inh: 0.2; procasp7 counter: -11; procasp3 activ: -1; TPT1 inh: -4; PP5 primary: 1.2; JMJD2C inh: -4; Fh CTSL1 inh: 2; core dimer inh: -16; PP1 inh: 0
Shown for CCOc1cc(NS(=O)(=O)c2ccccc2)c(OCC)cc1NC(=O)c1ccco1 → Efflux pump inh: 0.1; procasp7 counter: -2; procasp3 activ: -3; TPT1 inh: 0; PP5 primary: 4.9; JMJD2C inh: -12; Fh CTSL1 inh: 0; core dimer inh: 1; PP1 inh: 1

(cont.)
SMILES	Efflux pump inh	procasp7 counter	procasp3 activ	TPT1 inh	PP5 primary	JMJD2C inh	Fh CTSL1 inh	core dimer inh	PP1 inh
CCCCn1c(N)c(N(CC)C(=O)CN2C(=O)NC(C)(c3ccccc3)C2=O)c(=O)[nH]c1=O (stereo unspecified)	0.8	2	3	2	-1.6	2	0	2	-1
O=C(Nc1nnc(C2CC2)s1)c1cccnc1Oc1ccc(Cl)cc1	0.1	6	0	-1	1.0	-4	-2	1	-4
Cc1ccc(CCN2C(=O)c3ccccc3C2C(=O)NCc2cccnc2)cc1 (stereo unspecified)	0.0	7	-8	1	-0.2	3	0	-1	-4
CC(C)CN=CC1=C(O)c2ccccc2C1=O	-0.1	11	-1	0	2.3	2	0	2	-2
O=C1c2sc3nc4n(c(=O)c3c2CCC1Br)CCCCC4 (stereo unspecified)	0.2	-1	-2	1	2.8	6	1	-8	-5
Cc1ccc(S(=O)(=O)NCCC(=O)NC2CCC(C)CC2)cc1 (stereo unspecified)	-0.1	4	4	x	-0.7	x	x	x	-4
CCn1nccc1C(=O)Nc1ccccc1OC	0.2	-13	1	2	0.5	25	3	-4	0
Cc1nnc(NC(=O)Cn2nc(C)c3ccccc3c2=O)s1	-0.1	2	11	-6	1.9	-22	0	0	-3
CC(OC(=O)CCCNC(=O)c1ccc(Cl)cc1)C(=O)N(C)Cc1ccccc1 (stereo unspecified)	0.1	-3	-2	0	0.5	-1	-2	3	-8
Cc1cc(C)n2nc(SCC(=O)Nc3ccc(F)cc3)nc2n1	0.1	-11	4	2	1.4	3	0	-4	-3
COCCn1c(SCC(=O)NC2CCCCC2C)nnc1-c1ccncc1 (stereo unspecified)	-0.2	10	5	-7	-0.5	-11	0	-3	-4
Cc1ccc(S(=O)(=O)N[C@@H](C)C(=O)N2CCC(C(=O)N[C@@H](Cc3ccccc3)C(=O)O)CC2)cc1	-0.2	8	-1	-1	2.5	7	-2	3	-4
CC(=O)c1cnc2c(-c3cccc(Br)c3)cnn2c1C	-0.3	1	-5	-1	0.5	-4	0	2	-1
O=C(Nc1ccc(Cl)c(Cl)c1)Nc1nnc(CSc2ccccc2)s1	0.2	-7	-6	2	-1.1	-5	4	7	-5
O=C(CC(NC(=O)c1ccccc1)c1ccccc1)Nc1cccc2ccccc12 (stereo unspecified)	0.1	-1	4	2	-4.3	-5	7	3	13
COc1cc(N)c(Cl)cc1C(=O)OCC(=O)N(C)C1CCCCC1	-0.2	0	4	x	1.4	2	x	x	-2
O=C(Cc1ccccc1)NC1CCS(=O)(=O)C1 (stereo unspecified)	-0.1	7	0	0	1.3	4	1	5	0
CC1Cc2cc(S(=O)(=O)N3CCN(c4ccc(Cl)cc4)CC3)ccc2N1C(=O)C1CC1 (stereo unspecified)	0.0	3	9	3	-1.0	-19	1	15	-2
COc1cc(/C=C2/SC(=S)N(c3c(C)n(C)n(-c4ccccc4)c3=O)C2=O)ccc1O	0.1	-27	-24	29*	3.0	4	5	-9	4
Cc1ccccc1CC(=O)Nc1ccon1	0.0	0	5	0	-1.2	7	1	8	-2
Cc1oc(-c2cccc(F)c2)nc1CN1CCCCC1CCn1cccn1 (stereo unspecified)	-0.1	6	4	0	0.6	3	-3	-11	2
CC(C)CCn1c(N2CCc3ccccc3C2)nc2c1c(=O)[nH]c(=O)n2C	-0.1	1	5	-3	0.6	-9	0	6	0
C=CCn1c(CC(=O)OC)csc1=Nc1ccc(C(C)=O)cc1	0.1	-4	3	-1	2.4	0	-4	5	-3
CC(=O)c1c(O)cc(C(C)C)n(-c2ccccc2)c1=O	0.2	-13	4	6	-0.2	-6	-3	5	-3
CCn1c2ccccc2c2nnc(SCC(=O)Nc3c(C)n(C)n(-c4ccccc4)c3=O)nc21	0.1	4	-9	-5	1.1	-3	9	6	-4
CCOc1ccc(S(=O)(=O)n2nnc3ccccc32)cc1C	0.0	-6	-1	-3	0.2	6	-2	-5	-3
Cc1ccc(-c2nnc(N)o2)cc1	0.0	-2	17	2	0.3	7	1	3	-2
CCC(=O)NC(Nc1ccccn1)(C(=O)OC)C(F)(F)F (stereo unspecified)	2.7	9	-8	-2	-0.4	4	2	-2	0
O=C(O)c1cc(NCc2ccc(F)cc2)ccc1N1CCOCC1	-0.1	2	-2	-4	2.3	2	-4	-4	0

Nothing new here: entries from further up.
SMILES	Efflux pump inh	procasp7 counter	procasp3 activ	TPT1 inh	PP5 primary	JMJD2C inh	Fh CTSL1 inh	core dimer inh	PP1 inh
Cc1ccc(-c2nnc(N)o2)cc1	0.0	-2	17	2	0.3	7	1	3	-2
CCC(=O)NC(Nc1ccccn1)(C(=O)OC)C(F)(F)F (stereo unspecified)	2.7	9	-8	-2	-0.4	4	2	-2	0
O=C(O)c1cc(NCc2ccc(F)cc2)ccc1N1CCOCC1	-0.1	2	-2	-4	2.3	2	-4	-4	0

Compounds as they come; 2.9% or so of the library scored in one or more.
